Screening results from PubChem BioAssay.
TRPV1 agonist: human TRPV1 agonism. Q8NER1. TRPV1-expressing cells, Fluo-8 calcium influx, agonist mode. activation, % at 8.33 µM. hit rate 0.19% among 320,000; in the data active = activation above about 80%; inconclusive = between about 30% and that limit; note: 0% is about no effect
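Fluo-8 calcium influx in TRPV1-expressing cells, kinetic read (ex 480/em 520 nm). Compound added and read 3 min for agonist activity, followed by capsaicin at EC20 final and 2 min further read for enhancement.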
MBNL1-CUG inh: blocks human MBNL1 binding to CUG repeat RNA. TR-FRET MBNL1-His/biotin-(CUG)12 binding, 665/545 ratio. Potency, µM (doses to about 57.5 µM), for inactives: at the top dose activity change, negative = inhibition, usual class: inhibitors. hit rate 0.036% among 280,000; active = well fitted inhibition curve with a large enough effect in the signal ratio, with a control signal flat, not every such curve was filed as active; inconclusive = small, poorly fitted or top-dose-only effect, or effect the other way, or a change in a side signal; inactive = no such curve, though single readings can be large or run the other way; the % refers to the signal ratio; note: potency is the fitted concentration of half-maximal effect; % is set by controls: 0 for no effect and ±100 for the full control effect
Target sequence (Q9NR56 whole entry, looked up): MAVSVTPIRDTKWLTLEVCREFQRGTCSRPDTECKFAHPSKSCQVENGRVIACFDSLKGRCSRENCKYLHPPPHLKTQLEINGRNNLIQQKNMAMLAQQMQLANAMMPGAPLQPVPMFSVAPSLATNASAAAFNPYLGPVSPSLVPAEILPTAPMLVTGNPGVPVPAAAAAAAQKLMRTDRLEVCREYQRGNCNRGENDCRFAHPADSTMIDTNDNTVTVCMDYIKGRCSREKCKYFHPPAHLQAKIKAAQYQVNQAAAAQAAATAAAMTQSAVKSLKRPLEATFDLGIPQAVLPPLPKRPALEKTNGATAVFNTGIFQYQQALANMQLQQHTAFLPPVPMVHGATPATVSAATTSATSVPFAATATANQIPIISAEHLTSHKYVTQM
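His-tagged MBNL1 binding to biotinylated (CUG)12 RNA was measured by TR-FRET using terbium anti-His antibody (0.055 ng/ul final) and streptavidin-XL665 (5 nM final). Compounds were titrated 92 nM to 58 uM; 60 min at room temperature.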
A-T KAP1 phos: candidate therapy for ataxia-telangiectasia | […] A-T fibroblasts, KAP-1 phosphorylation AlphaLISA; neocarzinostatin DNA damage 30 min before lysis | Potency, µM (doses to about 57.5 µM), for the others: at the top dose activation, hits mostly activators | hit rate 0.19% among 320,000; note: potency is the fitted concentration of half-maximal effect; % of control where 0% means no effect; nearly all actives have a fitted effect of over 45% in size
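hTERT-immortalized A-T patient fibroblasts ([…]), 500 cells/well in OPTI-MEM, 1% FBS, got compounds for 60 min, then NCS for 30 min at 37C. Lysates were then assayed for phospho-KAP-1 by AlphaLISA (anti-pKAP1 donor, anti-KAP1 acceptor beads), 6 hr at 25C.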
ASM inhibitor: human S-ASM enzyme inhibition; placental ASM, HMU-PC fluorogenic substrate, 60 min; P17405; hit rate 0.006% among 340,000; Potency, µM (series often up to 57.5 µM), for the others: at the highest dose activity change, negative = inhibition, hits mostly inhibitors; note: potency is the fitted concentration of half-maximal effect
Target sequence (P17405 47-631 limits assumed): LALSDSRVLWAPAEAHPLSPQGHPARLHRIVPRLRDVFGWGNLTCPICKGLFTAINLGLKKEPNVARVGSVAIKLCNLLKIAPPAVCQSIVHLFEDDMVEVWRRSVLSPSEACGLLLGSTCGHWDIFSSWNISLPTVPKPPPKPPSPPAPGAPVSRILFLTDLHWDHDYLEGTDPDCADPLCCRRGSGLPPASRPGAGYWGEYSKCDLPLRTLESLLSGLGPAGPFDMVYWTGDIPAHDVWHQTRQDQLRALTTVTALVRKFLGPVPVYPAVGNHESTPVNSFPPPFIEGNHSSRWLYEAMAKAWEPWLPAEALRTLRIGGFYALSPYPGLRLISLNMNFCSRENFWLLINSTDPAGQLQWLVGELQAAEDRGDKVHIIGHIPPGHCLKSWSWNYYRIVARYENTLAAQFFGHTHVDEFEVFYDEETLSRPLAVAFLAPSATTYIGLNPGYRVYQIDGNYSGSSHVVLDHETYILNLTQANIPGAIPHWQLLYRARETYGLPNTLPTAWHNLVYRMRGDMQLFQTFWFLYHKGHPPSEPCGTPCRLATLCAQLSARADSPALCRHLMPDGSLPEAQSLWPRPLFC
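Fluorescence read-out (Ex 386 nm, Em 447 nm) after stopping the reaction at pH 10. Enzyme: ASM from human placenta; substrate HMU-PC0, 9 uM final; 60 min, 37 °C. Compound preincubation 10 min, ambient temperature.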
GALK inh: blocks human galactokinase activity; hit rate 0.007% among 270,000; AID 1868; P51570; Potency, µM (top dose mostly 57.5 µM), for inactives: at the top dose activity change, negative = inhibition, usual class: inhibitors; Purified GALK, Kinase-Glo residual ATP luminescence; note: potency is the fitted concentration of half-maximal effect; % is set by controls: 0 for no effect and ±100 for the full control effect
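5 nM enzyme, 35 uM ATP, 100 uM galactose, 20 mM HEPES pH8.0, 5 mM MgCl2; 1 h RT; residual ATP by Kinase-Glo Plus luminescence, qHTS format.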
FBPA coupling cs: coupling enzyme interference in Giardia aldolase counter-screen. hit rate 0.67% among 290,000. activity change, negative = inhibition, % at 58.2 µM, hits read low. coupling enzyme system counterscreen, AmpLite Red fluorescence; in the data active = activity change below about -30%; note: % is set by controls: 0 for no effect and ±100 for the full control effect
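Activity here indicates interference with the coupling reaction, not aldolase inhibition. Compounds at 57.5 uM final met coupling enzymes for 10 min at RT; substrate and AmpLite Red detection followed, with a 525/598 nm fluorescence read after 20 min.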
KCNH2 3.1 inh: KCNH2 3.1 (human) potassium channel inhibition | U2OS KCNH2 3.1, thallium flux FluxOr; stronger effect = lower value | activity change, % (tested at about 1.8 µM) | hit rate 0.95% among 340,000 | AID 720553;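 active = maximum activity change below -70%; inconclusive = maximum activity change from -70% to -50%; inactive = maximum activity change above -50%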;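 note: thallium influx rate constant from kinetic fluorescence after stimulation buffer; % is set by controls: 0 for no effect and ±100 for the full control effect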
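FluxOr-based Tl+ influx in U2OS cells transduced with KCNH2 3.1 virus; rate constants normalized to DMSO controls.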
hERG WT inh: blocks the wildtype human KCNH2 potassium channel | hit rate 0.37% among 340,000 | activity change, % at 1.84 µM | U2OS, BacMam KCNH2, thallium flux FluxOr; stronger effect = lower value | AID 720551 | Q12809;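 active = maximum activity change below -70%; inconclusive = maximum activity change between -70% and -50%; inactive = maximum activity change above -50%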; note: % is set by controls: 0 for no effect and ±100 for the full control effect
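U2OS cells transduced with wild-type KCNH2 virus are loaded with FluxOr dye for 45 min, and thallium flux is measured in kinetic reads before and after stimulation buffer. Rate constants are normalized to DMSO controls.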
Integrin act MD: activators of alpha7 integrin expression for muscular dystrophy | alpha7betagal myoblasts, beta-gal FDG fluorescence, 48 h | Potency, µM (titrated, usually from 38.3 µM), inactives show at the highest dose activation, usual class: activators | hit rate 0.064% among 350,000;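 note: potency is the fitted concentration of half-maximal effect; 100% = response of the positive control SU9516; nearly all actives have a fitted effect of over 60% in size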
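Alpha7betagal+/- myoblasts (passage 13) were plated 16-24 hr, then exposed to compounds (1:260 dilution of DMSO stock) for 48 hours at 37C. After MPER lysis, β-galactosidase reporter activity was read as FDG fluorescence (ex 480/em 540) after 30 minutes.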
MLL CXXC-DNA inh: MLL CXXC-DNA interaction inhibition; MLL-CXXC / FITC-HOXA9 DNA fluorescence polarization; Potency, µM (doses to about 115 µM), for the others: at the highest dose activity change, negative = inhibition, most hits filed as inhibitors; hit rate 0.037% among 290,000; AID 2662; active = well fitted inhibition curve with a large enough effect in the polarisation, with a control signal flat, not every such curve was filed as active; inconclusive = small, poorly fitted or top-dose-only effect, or effect the other way, or a change in a side signal; inactive = no such curve, though single readings can be large or run the other way; the % refers to the polarisation; note: potency is the fitted concentration of half-maximal effect
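Purified MLL-CXXC (added from a 7 uM solution) was preincubated 5 min at ambient with pinned compounds in 50 mM Tris-HCl pH 7.5, 50 mM NaCl, 1 mM DTT, 0.05% BSA. Fluorescein-labeled HOX-A9 DNA (50 nM solution) followed, 30 min, then polarization read.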
An asterisk follows results filed as active; i = inactive; u = inconclusive; x = not tested or not shown; [ ] = remark or other dose. Unless noted, calls come from the whole dose curve; as a rule, active = well fitted curve in the direction sought with a large enough effect; inconclusive = small, poorly fitted or top-dose-only effect, or another doubt; inactive = no such curve, though single readings can be large; an effect the other way counts as inactive or inconclusive.

The line under a structure holds: TRPV1 agonist	MBNL1-CUG inh	A-T KAP1 phos	ASM inhibitor	GALK inh	FBPA coupling cs	KCNH2 3.1 inh	hERG WT inh	Integrin act MD	MLL CXXC-DNA inh
O=[N+]([O-])c1ccc(N2CCN(S(=O)(=O)c3ccccc3)CC2)cc1NCc1cccnc1
→ -7	-1%	9%	-17%	-1%	-3	4	-15	-27%	3%
COc1ccc2c(c1)c(CC(=O)Nc1cccc(S(N)(=O)=O)c1)c(C)n2C(=O)c1ccc(Cl)cc1
→ 3	0%	-11%	-13%	4%	1	3	-4	-27%	14%
Cc1cc(OCCCCNC(C)C)cc(C(C)C)c1
→ -1	3%	1%	3%	3%	0	13	11	-55%[inhibitor]	-9%
CCN(C(=O)Cn1cc(C(F)(F)F)ccc1=O)c1c(N)n(Cc2ccccc2)c(=O)[nH]c1=O
→ 2	-10%	29%	7%	11%	-6	-4	3	7%	13%
Cc1cnn(CCC(=O)NNC(=S)NCC(C)C)c1
→ -6	-8%	-6%	4%	1%	0	8	2	14%	17%
O=C(O)c1cccc(S(=O)(=O)Nc2ccc(Oc3ccccc3)cc2)c1
→ x	x	2%	2%	x	x	-10	5	4%	x
Cc1cccc2cc(C#N)c(N3CCN(C)CC3)nc12
→ 7	12%	14%	8%	3%	3	-28	5	21%	-10%
CN1CCN(c2ccccc2NC(=O)c2ccc(-c3ccc(Cl)cc3Cl)o2)CC1
→ 20	1%	x	-10%	2%	0	-19	-19	11%[7.66 µM]	-23%
C=CCn1c(SCC(=O)Nc2sc(C)c(C)c2C(=O)OCC)nnc1-c1sc(N)nc1C
→ -4	3%	x	-3%	0%	1	-1	-3	-3%	-11%
COc1ccc(N(CC(=O)Nc2cccc(C)c2)S(=O)(=O)c2c(C)n[nH]c2C)cc1
→ -7	7%	0%	0%	-2%	1	-10	7	3%	8%
CCNC(=O)c1sc(=S)n(CC)c1N
→ -8	u	-2%	1%	-1%	0	-22	-10	-5%	2%
CCCCC(=O)NC(=S)Nc1ccc(S(=O)(=O)N2CCCC2)cc1
→ -5	-2%	6%	-4%	0%	0	6	-1	26%	12%
Cc1ccc2cc3c(NC(=O)c4ccco4)nn(C)c3nc2c1
→ u	u	8%	296%[activator]	-1%	-2	-16	14	2%	-7%
COc1ccccc1OCC(=O)Nc1ccc(Cl)cc1
→ 3	0%	9%	0%	-1%	-4	22	8	-2%	3%
Cc1ccc(C(=O)NCCc2cc3ccc(C)c(C)c3[nH]c2=O)cc1[N+](=O)[O-]
→ -3	5%	1%	-19%	-3%	-6	3	0	3%	4%
CC(=O)NCCC(=O)Nc1nc(-c2cccs2)c(-c2cccs2)s1
→ 10	49%[activator]	-2%	8%	0%	1	2	-2	-11%	31%[activator]
CCS(=O)(=O)N1Cc2ccccc2CC1C(=O)Nc1nnc(C2CC2)s1 (stereo not given)
→ 3	0%	-3%	0%	-1%	-1	-5	2	-1%	1%
O=C(O)C[C@H]1c2ccc(C(F)(F)F)cc2S(=O)(=O)N1C1CCCCC1
→ x	x	x	-4%	x	x	8	-9	8%	x
COc1ccccc1NC(=O)CCN1C(=O)/C(=C\c2cc(OC)c(OC)c(OC)c2)SC1=S
→ 2	0%	4%	-17%	0%	x	6	-11	-19%	20%
CCN(CC)c1ccc(-c2nn3c(-c4ccccc4OC)nnc3s2)cc1
→ 1	-1%	17%	i	3%	-1	14	-2	-4%	11%
O=C(Nc1ccc2c(c1)CCCN2C(=O)c1cccs1)c1ccccc1
→ 24	2%	-4%	47%	7%	-1	-21	-47	7%	-4%
O=C(Cn1c(=O)oc2cc(S(=O)(=O)N3CCCC3)ccc21)NC1CCCc2ccccc21 (stereo not given)
→ -4	1%	0%	5%	1%	0	-2	2	-32%	23%
CCOc1ccc(C2c3cc(OC)c(OC)cc3CC(=O)N2c2ccccc2)cc1 (stereo not given)
→ -4	-1%	7%	1%	-3%	-3	-13	7	27%	16%
O=C(CCCCl)NC(=S)Nc1ccc(CN2CCOCC2)cc1
→ 1	-6%	-1%	2%	-2%	1	-5	-3	19%	27%
COC(=O)c1ccc(Cn2nc(-c3ccc(C)c(C)c3)ccc2=O)cc1
→ 18	-5%	-1%	u	x	-3	-12	6	6%	-9%
Cc1ccc(C)c(N2CCN(C(=O)CCS(=O)(=O)c3ccc4c(c3)oc(=O)n4C)CC2)c1
→ 2	3%	-9%	-2%	-1%	x	50	-2	7%	5%
O=C(CCS(=O)(=O)c1ccccc1)Nc1ccccc1F
→ -1	-6%	2%	-2%	4%	0	-23	-1	24%	-13%
N=c1ncn(CC(O)CN2CCOCC2)c2nc(N3CCOCC3)[nH]c12 (stereo not given)
→ 2	0%	-6%	1%	2%	2	-2	0	28%	-1%
CN1CCN(c2nc3ccccc3nc2C(C#N)S(=O)(=O)c2ccccc2)CC1 (stereo not given)
→ 1	6%	-5%	6%	x	0	-20	15	-53%[inhibitor]	-6%
CC(=O)Oc1ccc(-c2cccc(C(=O)OCC(=O)Nc3ccccc3Oc3ccccc3)c2)cc1
→ 14	-8%	9%	-1%	0%	-4	-7	0	u	-6%
CC1=C(C(=O)N(C)C)C(c2ccccc2OC(F)F)NC(=O)N1 (stereo not given)
→ -1	0%	0%	2%	0%	0	3	1	24%	6%
COc1cccc(OC)c1NC(=O)Cn1nc(-c2ccc3c(c2)OCCO3)ccc1=O
→ -1	16%	2%	-1%	-1%	6	4	4	26%	2%
CCOc1cc(/C=N/n2cnnc2)ccc1OS(=O)(=O)c1ccc(C)cc1
→ -1	-2%	6%	-8%	5%	3	1	4	-1%	-9%
O=C(CCN1C(=O)/C(=C/c2cccs2)SC1=S)Nc1cccc(O)c1
→ u	u	-6%	-7%	11%	1	1	-6	-10%	1%
O=C(CCN1C(=O)c2ccccc2C1=O)NCCC1=CCCCC1
→ 7	-7%	-5%	2%	0%	1	16	x	11%[7.66 µM]	8%
O=C(N/N=C/c1ccc(F)cc1)c1cc(-c2ccc3c(c2)OCO3)n[nH]1
→ -4	9%	23%	-1%	6%	0	1	-2	-17%	15%
N#Cc1ccc(C(=O)OCC(=O)NC(=O)NCc2ccccc2)cc1
→ 5	x	11%	2%	x	x	4	-4	0%	x
O=C(CCOc1cccc(Br)c1)NNC(=O)COc1ccc(F)cc1
→ -1	x	-1%	-1%	x	x	0	4	-6%	x
O=C(Nc1ccccc1N1CCCCC1)c1ccc2nccnc2c1
→ u	u	0%	-16%	-1%	0	-7	-2	1%	18%
C=C(C)Cn1c(NCCC)nc2c1c(=O)n(C)c(=O)n2C
→ -1	-3%	-4%	-1%	x	-2	6	15	6%	-8%
O=C(c1cccc(C(=O)N2CCc3ccccc32)n1)N1CCc2ccccc21
→ 11	-10%	17%	-11%	1%	0	-16	7	-9%	6%
COc1ccc(S(=O)(=O)N2CCc3ccccc32)cc1C(=O)Nc1cccnc1
→ -4	-2%	6%	-2%	-2%	-1	9	-4	-23%	-3%
CC1(C)SC2c3ccccc3C(=O)N2[C@@H]1C(=O)O (stereo not given in full)
→ -6	-3%	0%	2%	3%	-4	-12	-7	-2%	9%
CCOC(=O)N1CCN(C(=O)c2cc(COc3c(F)cccc3F)on2)CC1
→ -1	-3%	13%	-1%	-5%	-2	15	-1	10%	-5%
O=C(Nc1sc2c(c1C(=O)O)CCC2)c1cccs1
→ -1	6%	-3%	4%	-4%	-19	17	-1	6%	-9%
COc1cccc(OCc2nn3c(=O)c(-c4ccccc4)nnc3s2)c1
→ 3	35%[activator]	47%	-7%	-1%	1	19	4	3%	57%[activator]
COC(=O)c1ccc(C)c(NC(=O)CN(c2ccc3c(c2)OCO3)S(C)(=O)=O)c1
→ 1	10%	x	-1%	-1%	1	-9	0	8%	1%
O=C(COc1ccccc1)Nc1cc(NC(=O)COc2ccccc2)cc(C(=O)O)c1
→ 3	-2%	4%	15%	-1%	5	24	-7	3%	-8%
CCc1cccc(C)c1NC(=O)COC(=O)Cn1c(C)csc1=O
→ 0	x	5%	7%	x	x	-2	-6	13%	x
O=c1c2c(nc3n1CCCCC3)sc1c(O)c(Br)ccc12
→ -2	-3%	3%	-17%	-1%	-9	5	1	3%[7.66 µM]	-2%
O=C(Nc1ccc2[nH]c(=O)[nH]c2c1)C(F)(F)F
→ -2	-1%	-4%	4%	9%	0	1	4	39%	10%
CC(=O)Oc1c(C(=O)c2nnc(C)o2)c(=O)n(Cc2ccccc2)c2ccccc12
→ 2	9%	15%	2%	1%	3	5	0	8%	23%
CCOc1ncccc1C(=O)NCc1ccccc1
→ -1	6%	-2%	x	1%	2	x	x	x	8%
